Compound activity from PubChem.
hcGAS inh = blocks human cGAS activity. Q8N884. recombinant h-cGAS, ATP depletion, Kinase-Glo luminescence. inhibition, % at 12.5 µM. 290,000 compounds, 0.081% hits. AID 1259398;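 note: 0% = vehicle reaction and 100% = reaction without DNA for no activity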
Target sequence (Q8N884 whole entry, looked up): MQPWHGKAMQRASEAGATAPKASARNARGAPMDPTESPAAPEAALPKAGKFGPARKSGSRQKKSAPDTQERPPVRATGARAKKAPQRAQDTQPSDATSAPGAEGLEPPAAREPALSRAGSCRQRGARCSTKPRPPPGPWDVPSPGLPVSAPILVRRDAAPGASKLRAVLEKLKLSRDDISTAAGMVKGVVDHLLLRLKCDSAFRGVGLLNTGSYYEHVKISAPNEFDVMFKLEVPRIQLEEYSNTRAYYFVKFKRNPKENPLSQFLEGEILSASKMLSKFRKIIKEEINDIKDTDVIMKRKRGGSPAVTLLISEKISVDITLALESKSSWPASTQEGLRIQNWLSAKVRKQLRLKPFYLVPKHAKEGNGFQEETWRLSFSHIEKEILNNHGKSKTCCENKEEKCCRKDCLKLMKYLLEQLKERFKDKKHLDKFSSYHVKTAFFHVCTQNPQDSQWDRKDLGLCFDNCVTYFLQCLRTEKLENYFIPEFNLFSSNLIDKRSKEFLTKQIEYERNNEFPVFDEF
mcGAS inh = blocks mouse cGAS activity; Q8C6L5; recombinant cGAS, Kinase-Glo ATP depletion luminescence; inhibition, % at 12.5 µM; 160,000 compounds, 0.15% hits;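 note: 0% = negative control wells and 100% = reference inhibitor with no enzyme activity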
NPYLR7 agonist = mosquito NPYLR7 agonism; 270,000 compounds, 0.15% hits; AID 1259423; HEK293T NPYLR7/Galpha15, GCaMP6s calcium fluorescence; activation, % at 10 µM; in the data active = activation above about 40%;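 note: 0% = vehicle and 100% = reference agonist at the receptor; some compounds past the cut are filed as inactive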
* = called active by the depositor; . = no result given; & = joins results of further samples. Cut-off read from the data, not from the text of the source, unless noted: active = inhibition above about 40%; inactive = the rest.

#1 O[C@H]1[C@H](NCc2ccccc2)[C@H]2CO[C@H](O2)[C@@H]1Sc1ccccc1
#2 O=C1OC2C=CC(Br)=CC2C=C1C(=O)N1CCSC1c1ccc2c3c(cccc13)CC2 (configuration not stated)
#3 CN(C)C(CNC(=O)/C=C/c1cccs1)c1ccsc1 (configuration not stated)
#4 CN(CCc1ccccn1)c1ncccc1CNC(=O)c1ccc(=O)n(C)c1
#5 COc1ccccc1OCC1CN(C(=O)COc2cccc(C)c2C)CCO1 (configuration not stated)
#6 CCOC(=O)c1cc(-c2ccc(C)c(C)c2)n(-c2ccc(C(=O)NCc3ccccc3F)cc2)n1

assay / compound | 1 | 2 | 3 | 4 | 5 | 6
hcGAS inh | -6 | -5 | -3 | -3 | -5 | -5
mcGAS inh | -9 | -6 | . | -23 | . | -6
NPYLR7 agonist | -9 | 0 | 8 | 1 | 33 | -5

Another view of 2 compounds above:
Each structure is followed by: hcGAS inh, mcGAS inh, NPYLR7 agonist
[3] CN(C)C(CNC(=O)/C=C/c1cccs1)c1ccsc1 (configuration not stated)
 : -3, ., 8
[4] CN(CCc1ccccn1)c1ncccc1CNC(=O)c1ccc(=O)n(C)c1
 : -3, -23, 1

(further entries)
#7 O=C(Nc1ccc2c(c1)OCCO2)c1ccc2c(=O)n3c(nc2c1)CCC3
#8 COCCN(CCOC)C(=O)CCNc1ccc(-n2ccnc2)cc1[N+](=O)[O-]
#9 CCCc1cnc2c(c1SCC(=O)NC(C)C)c(=O)n(C)c(=O)n2C
#10 O=C(NCCNc1nc(C2CC2)nc2cc(Cl)ccc12)c1ccc(F)cc1
#11 CCc1nc2ccc(C(=O)NCCC(C)C)cn2c1N(CCC(C)C)CCN(C)C
#12 Cc1cccc(N(C)c2cc(Nc3ccc(CC(=O)NCCCn4ccnc4)cc3)ncn2)c1

assay / compound | 7 | 8 | 9 | 10 | 11 | 12
hcGAS inh | -12 | -2 | -3 | 2 | -10 | -5
mcGAS inh | . | 0 | -6 | -6 | -3 | 0
NPYLR7 agonist | -9 | -11 | 6 | 7 | -2 | -4

#13 C=CCN(Cc1nccn1Cc1ccccc1C(F)(F)F)C(=O)c1ccc(Cl)cc1
#14 Cc1ccc(Oc2ccc(NC(=O)C3CC3)cc2)cc1
#15 Cc1ccn2c(C(=O)Nc3cnc4n3CCCC4)nnc2n1
#16 Cc1nc(-c2ccccc2)sc1C(=O)OC1CC(C)OC1=O (configuration not stated)
#17 CC(C)c1n[nH]c2c1CNCC2
#18 CCN1CCN(c2nc(C)nc(Oc3ccccc3)c2N)CC1

assay / compound | 13 | 14 | 15 | 16 | 17 | 18
hcGAS inh | -2 | -11 | 0 | -6 | -4 | -7
mcGAS inh | -5 | . | -9 | . | . | .
NPYLR7 agonist | -2 | -17 | -3 | -1 | -16 | 22

#19 COc1cc(OC)c(C2c3c(n[nH]c3-c3ccc4c(c3)OCO4)OC(=N)C2C#N)cc1OC (configuration not stated)
#20 CC(c1ccc(-c2[nH]cnc2-c2ccccc2)cc1)N(C)C (configuration not stated)
#21 O=C(O)c1ccc(Cl)cc1N=Cc1nc(-c2ccc(Br)cc2)oc1O
#22 Cn1c(=O)c2c(NC(=O)c3ccccc3Cl)ccnc2n(C)c1=O
#23 CCOC(=O)C1CCN(C(=O)c2ccc(-n3nc(-c4cccc(C)c4)cc3N)cc2)CC1
#24 CCN1CCN(c2c(CN(C(=O)C3C[C@H]3c3ccccc3)C3CC3)c(C)nn2-c2cccc(F)c2)CC1 (some centres not stated)

assay / compound | 19 | 20 | 21 | 22 | 23 | 24
hcGAS inh | -11 | 2 | -4 | -6 | -1 | -3
mcGAS inh | . | -5 | . | . | 0 | -7
NPYLR7 agonist | 0 | 0 | -2 | 13 | -4 | 21

#25 CC(C)COCC(O)CN(Cc1cccc(F)c1)CC1CC(c2ccc(F)cc2)=NO1 (configuration not stated)
#26 CN1CCN(c2ccc(N3CCC(N4CCCCCC4)CC3)cc2)C1=O
#27 O=C(Cc1ccc(F)cc1F)N1CCc2[nH]nc(C(=O)N3CCCCC3)c2C1
#28 C=CCN1CCc2cc(OC)c(OC)cc2C1CNS(=O)(=O)c1ccc(Cl)cc1 (configuration not stated)
#29 CCOc1ccc(OCCCOc2ccc(I)cc2)cc1
#30 CCCc1ccc(S(=O)(=O)N2CCCN(Cc3cc(=O)c(OCc4ccc(SC)cc4)co3)CC2)cc1

assay / compound | 25 | 26 | 27 | 28 | 29 | 30
hcGAS inh | -7 | -10 | 2 | 1 | -6 | -10
mcGAS inh | -7 | . | 1 | -4 | . | -7
NPYLR7 agonist | -4 | 3 | . | 7 | -1 | 20

#31 c1ccc(CN2CCC(CNC3CCOCC3)C2)cc1 (configuration not stated)
#32 CCn1nc(CO)c2c1CCN(Cc1cc3n(n1)CCCNC3)C2
#33 Cc1cc(C(=O)Nc2ccccc2N2CCCCC2)nn1-c1ccccc1
#34 CCS(=O)(=O)N1CCCC1C(N)=O (configuration not stated)
#35 O=C(c1nc2sccn2c1CN1CCOc2ccccc2C1)N1CCCCCCC1
#36 O=C(CN1CN(c2ccccc2)C2(CCN(C(=O)c3cccc(Br)c3)CC2)C1=O)NC1CCCCC1

assay / compound | 31 | 32 | 33 | 34 | 35 | 36
hcGAS inh | -5 | -4 | -5 | -6 | -8 | -9
mcGAS inh | -9 | . | . | . | . | -7
NPYLR7 agonist | 0 | -1 | 13 | 3 | 18 | 24

#37 COc1ccc(-c2nc3ccccn3c2NC(=O)c2ccc(Cl)cc2)cc1
#38 CC(C)CNC(=O)c1cc(-c2ccccc2F)nc2cc(-c3ccccc3)nn12
#39 O=C(CN1CCN(CC(=O)NC2CCCCC2)CC1)NCc1ccccc1
#40 COC(=O)c1ccc(COC(CN2CCN(C(=O)c3cccs3)CC2)c2cccc(OC)c2)cc1 (configuration not stated)
#41 COc1cccc2cc(-c3nc4ccccc4[nH]3)c(=Nc3ccccc3)oc12
#42 Cc1cc(C)n2c(C(N)CC(C)C)nnc2n1 (configuration not stated)

assay / compound | 37 | 38 | 39 | 40 | 41 | 42
hcGAS inh | -5 | -6 | -5 | -6 | -6 | -8
mcGAS inh | -2 | -9 | . | -4 | . | .
NPYLR7 agonist | -11 | 9 | -2 | 1 | -6 | -1

#43 COc1cccc(C2=NN(C(C)=O)C(C(=O)NC(C)CCCC(C)(C)O)O2)c1 (configuration not stated)
#44 COc1ccc(-c2coc3cc(O)ccc3c2=O)c(OC)c1O
#45 Cc1cnc(NCc2ccc(C(=O)N(C)C)o2)nc1N(C)C
#46 NC1=NC(=O)C(=Cc2ccc3ncccc3c2)S1
#47 Cc1nc(-c2cccc(NC(=O)N(CC3CCOC3)C3CC3)c2)oc1C (configuration not stated)
#48 O=C(NC1CCCC1)c1ccc(N2CCC(NCc3ccc(Cl)s3)CC2)cc1

assay / compound | 43 | 44 | 45 | 46 | 47 | 48
hcGAS inh | 1 | -2 | -5 | 7 | -3 | -6
mcGAS inh | . | -2 | . | . | . | -11
NPYLR7 agonist | 12 | -4 | 8 | -2 | 1 | 16

#49 CC1(C(=O)O)CCC(C(=O)Nc2ccccc2N)C1(C)C (configuration not stated)
#50 Cc1ccc(C(C)C)c(OCC(=O)N=Nc2c(O)n(C)c3ccccc23)c1
#51 COc1ccnc(Cn2nc(C3CCNCC3)n(-c3ccccc3)c2=O)c1
#52 CCN(CC)CCC(C#N)(C(=O)c1ccccn1)c1ccccc1 (configuration not stated)
#53 CCOC(=O)c1cnc(-c2ccc(C(F)(F)F)cc2)nc1NCc1cc(F)cc(F)c1
#54 Cc1cc(C)c2c(n1)nn1c(NCc3ccccn3)cc(C)nc21

assay / compound | 49 | 50 | 51 | 52 | 53 | 54
hcGAS inh | -4 | -6 | -6 | -6 | -3 | -7
mcGAS inh | . | . | . | . | -6 | -9
NPYLR7 agonist | 0 | 0 | -2 | -2 | 13 | 0

#55 O=C(CN1CCn2nc(C(=O)NCCCN3CCOCC3)cc2C1=O)c1ccccc1
#56 CCSCCC(=O)N1CCCC[C@H](N(C)C)C1
#57 CC(=O)NC(c1ccc(F)c(F)c1)c1nc(-c2cnn(C)c2)cs1 (configuration not stated)
#58 COc1cc(CN(C)Cc2sccc2C)cc(F)c1O
#59 O=C(NCC1CCCO1)[C@@]1(OCc2cccc(C(F)(F)F)c2)CC(OCc2cccc(F)c2F)[C@H](O)[C@H](O)C1 (some centres not stated)
#60 CCC1=NC2(CCN(C(=O)C(CC)N3Cc4ccccc4C3=O)CC2)C(=O)N1 (configuration not stated)

assay / compound | 55 | 56 | 57 | 58 | 59 | 60
hcGAS inh | -1 | -11 | -13 | -5 | -8 | -4
mcGAS inh | -9 | -4 | . | -11 | -5 | .
NPYLR7 agonist | . | . | 4 | 3 | 2 | 12

#61 CCc1cnc2c(c1SCC(N)=O)c(=O)n(C)c(=O)n2C
#62 CC(C)c1ccc(CN2CCCC3(CCN(S(C)(=O)=O)C3)C2)cc1 (configuration not stated)
#63 CC(=O)Oc1ccccc1C(=O)N1CCN(C(C)c2ccccc2)CC1 (configuration not stated)
#64 O=C(CNCc1ccccc1Cn1cccn1)Nc1cnccn1
#65 CCOc1ccccc1-c1cc(-c2nnc(SCc3ccccc3Cl)n2C)c2ccc(Oc3ccccc3)cc2n1
#66 Cc1ccc(C(C)NC(=O)Cn2nnn(-c3ccccc3)c2=O)cc1C (configuration not stated)

assay / compound | 61 | 62 | 63 | 64 | 65 | 66
hcGAS inh | 1 | -4 | -4 | -5 | -8 | -2
mcGAS inh | -2 | . | -5 | . | -7 | -6
NPYLR7 agonist | -6 | 12 | 5 | -1 | -6 | 8

#67 COc1cccc(Cn2cccc2CN(Cc2ccccc2)C(=O)CN(CC(C)C)C(=O)NCc2ccccc2)c1
#68 CCc1ccc(C2C(C#N)=C(C)NC3=C2C(=O)CCC3)cc1 (configuration not stated)
#69 COc1ccc(-c2noc(CN3CCC(O)(c4cccc(C(F)(F)F)c4)CC3)n2)cc1
#70 COc1cccc2c1OC/C(=C\c1scnc1C)C2=O
#71 Cc1cc(C)cc(NC(=O)NCCNc2ccc(Nc3ccccn3)nn2)c1
#72 O=C(Cn1cnc2c(nnn2Cc2ccc(F)cc2)c1=O)N1CCCCC1

assay / compound | 67 | 68 | 69 | 70 | 71 | 72
hcGAS inh | -4 | -10 | -6&-11 | -2 | -9 | -2
mcGAS inh | -3 | -7 | . | 9 | . | .
NPYLR7 agonist | -12 | 4 | 14&11 | 10 | 25 | -1

#73 Cc1cc(C)cc(NC(=O)CC(=O)N(C)C(C)c2ccon2)c1 (configuration not stated)
#74 O=C(Nc1ccc(N2CCN(C(=O)c3cccnc3Cl)CC2)nc1)c1ccco1
#75 CCNC(=O)C1CCN(Cc2nc(-c3ccccc3OCC)oc2C)C1 (configuration not stated)
#76 COc1ccc(-c2csc(C(O)c3cccc(Cl)c3)n2)cn1 (configuration not stated)
#77 COCCCn1cc(C(=O)N2CCN(CCc3ccccc3)CC2)c2nn(-c3ccccc3)c(=O)c-2c1
#78 Cc1onc(-c2ccccc2)c1C(=O)n1cccn1

assay / compound | 73 | 74 | 75 | 76 | 77 | 78
hcGAS inh | -2 | -5 | -2 | -9 | -4 | -2
mcGAS inh | -18 | -3 | . | . | -8 | -4
NPYLR7 agonist | 0 | 3 | 25 | 5 | -1 | -9

#79 CS(=O)(=O)N(CC(=O)NCCc1ccccc1)c1ccc(Br)cc1Cl
#80 Cc1ccc2c(c1)c(N=NC(=O)COc1cccc(Br)c1)c(O)n2C
#81 O=C(c1ccc(CSc2nc(N3CCN(c4cccc(C(F)(F)F)c4)CC3)cc(C(F)(F)F)n2)o1)N1CCCC1
#82 C=CCNC(=O)CN1CN(c2ccccc2)C2(CCN(C(=O)CCCCC)CC2)C1=O
#83 CC(C#N)OC(=O)c1ccc(CNC(=O)OC(C)(C)C)cc1 (configuration not stated)
#84 CN1CCC(N(C)CC(C)(C)NS(=O)(=O)c2ccc(Cl)cc2)CC1
#85 O=S1(=O)C=CC(N(c2ccccc2)S(=O)(=O)c2ccccc2)C1 (configuration not stated)
#86 Cc1ccc(N2CCn3c2nc2c3c(=O)n(C)c(=O)n2C)cc1

assay / compound | 79 | 80 | 81 | 82 | 83 | 84 | 85 | 86
hcGAS inh | -8 | 0 | -11 | -4 | -3 | -3 | -2 | -7
mcGAS inh | . | -5 | -5 | -6 | . | . | . | .
NPYLR7 agonist | 5 | -6 | 5 | 5 | 0 | 4 | 7 | 5

Structural class: the entries above containing a furan ring, fused or not
#45 Cc1cnc(NCc2ccc(C(=O)N(C)C)o2)nc1N(C)C
#74 O=C(Nc1ccc(N2CCN(C(=O)c3cccnc3Cl)CC2)nc1)c1ccco1
#81 O=C(c1ccc(CSc2nc(N3CCN(c4cccc(C(F)(F)F)c4)CC3)cc(C(F)(F)F)n2)o1)N1CCCC1

assay / compound | 45 | 74 | 81
hcGAS inh | -5 | -5 | -11
mcGAS inh | . | -3 | -5
NPYLR7 agonist | 8 | 3 | 5

Record cards, as listed above:
Record of O=S1(=O)C=CC(N(c2ccccc2)S(=O)(=O)c2ccccc2)C1 (configuration not stated) → hcGAS inh = -2; mcGAS inh = .; NPYLR7 agonist = 7
Record of CS(=O)(=O)N(CC(=O)NCCc1ccccc1)c1ccc(Br)cc1Cl → hcGAS inh = -8; mcGAS inh = .; NPYLR7 agonist = 5

3 compounds picked at random from those above:
#6 CCOC(=O)c1cc(-c2ccc(C)c(C)c2)n(-c2ccc(C(=O)NCc3ccccc3F)cc2)n1
#85 O=S1(=O)C=CC(N(c2ccccc2)S(=O)(=O)c2ccccc2)C1 (configuration not stated)
#59 O=C(NCC1CCCO1)[C@@]1(OCc2cccc(C(F)(F)F)c2)CC(OCc2cccc(F)c2F)[C@H](O)[C@H](O)C1 (some centres not stated)

assay / compound | 6 | 85 | 59
hcGAS inh | -5 | -2 | -8
mcGAS inh | -6 | . | -5
NPYLR7 agonist | -5 | 7 | 2
